Screening results from PubChem BioAssay.
HttQ103 aggreg – reduces HttQ103-GFP aggregates in PC12 cells; 220,000 tested, 1.1% active; Potency, µM (top dose mostly 46.1 µM), inactives show at the top dose activity change, negative = inhibition, usual class: inhibitors; AID 1688; PC12 HttQ103-GFP aggregates, Acumen cytometry, 40 h; further: potency means the concentration at half of the fitted maximal effect; on the % scale 0 is the no-effect control and ±100 the full control effect; nearly all actives have a fitted effect of over 60% in size
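Ecdysone-promoter PC12 model expressing HTT exon 1 Q103 fused to GFP, induced by tebufenozide at 100 nM final. Compounds titrated; aggregates sized 1–25 µm scored on a 488 nm laser cytometer.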
GAA glycogen mod – inhibitors or activators of human alpha-glucosidase glycogen cleavage; AID 2100; recombinant GAA, glycogen substrate, Amplex Red glucose oxidase fluorescence; P10253; Potency, µM (titrated, usually from 76.4 µM), for inactives: at the top dose activity change, negative = inhibition, most hits filed as inhibitors; 300,000 tested, 0.38% active;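 further: potency means the concentration at half of the fitted maximal effect; 0% = full enzyme reaction and -100% = no-enzyme basal signal; the screen sought inhibitors and activators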
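Natural-substrate format: glycogen cleavage by 4 nM human enzyme, glucose read by Amplex Red coupling (Ex 573, Em 610 nm). Normalized to enzyme and no-enzyme controls.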
HTT cytoprotect – protects HTT-Q103 PC12 cells, measured by ATP | PC12 HTT-Q103 induced, cytoprotection, ATP luminescence, 40 h | Potency, µM (series often up to 56.4 µM), without a hit: cytoprotection (ATP increase), actives largely listed as activators | 230,000 tested, 0.14% active;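 further: potency means the concentration at half of the fitted maximal effect; % of control where 0% means no effect; nearly all actives have a fitted effect of over 45% in size; toxic huntingtin expression switched on by the ecdysone agonist tebufenozide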
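PC12 cells with ecdysone-inducible HTT exon 1 Q103-GFP, induced with 100 nM tebufenozide and co-treated with library compounds in a dose series (1536-well, 1500 cells/well). Cytoprotection read as ATP content by ATPlite luminescence.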
LMNA splice mod – changes lamin A minigene splicing in HeLa cells; HeLa LMNA splicing GFP/RFP minigene ratio, 48 h; Potency, µM (series often up to 46.1 µM), inactives show at the top dose ratio change, negative = inhibition, usual class: inhibitors; 200,000 tested, 0.01% active; AID 1487; active means well fitted inhibition curve with a large enough effect in the signal ratio, with a control signal flat, not every such curve was filed as active; inconclusive means small, poorly fitted or top-dose-only effect, or effect the other way, or a change in a side signal; the % refers to the signal ratio; further: potency means the concentration at half of the fitted maximal effect; on the % scale 0 is the no-effect control and ±100 the full control effect
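S3 HeLa cells stably expressing lamin A-EGFP splicing minigene plus DsRed2, 600 cells/well, 48 h compound exposure at 37C. Laser-scanning cytometry; analysed as GFP (500-530 nm)/RFP (575-640 nm) total intensity ratio; 0.5% DMSO vehicle.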
GAA inhib – alpha-glucosidase (human) inhibition | Potency, µM (series often up to 76.9 µM), for inactives: top-dose activity change, negative = inhibition, hits mostly inhibitors | 200,000 tested, 0.005% active | purified human GAA, 4-MU-alpha-glucoside fluorescence | AID 1466;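 further: potency means the concentration at half of the fitted maximal effect; plate controls were uninhibited enzyme wells for no effect and no-enzyme background for full effect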
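Fluorescence at Ex 365/Em 440 nm from 4-methylumbelliferone reported enzyme activity after 20 min at room temperature. Reactions used 4 nM enzyme and 400 uM substrate at pH 5.0; curves fitted with the Hill equation.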
aGlu spleen mod – inhibitors or activators of human alpha-glucosidase in spleen homogenate | P10253 | human spleen homogenate, 4-MU-alpha-glucoside fluorescence | Potency, µM (top dose mostly 79.9 µM), inactives show at the highest dose activity change, negative = inhibition, hits mostly inhibitors | 240,000 tested, 0.006% active | AID 2112;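 further: potency means the concentration at half of the fitted maximal effect; 0% = enzyme with vehicle and -100% = no enzyme basal signal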
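Human spleen homogenate (1 ug) with 4-methylumbelliferyl-alpha-D-glucopyranoside (1 mM final) in 50 mM citrate/phosphate pH 5.0, 0.01% Tween-20; 40 min at 37 C. Stopped at pH 10; 4-MU fluorescence Ex 365/Em 440 nm; AC50 by Hill fit.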
CBFb RUNX1 block – inhibitors of human CBF-beta and RUNX1 interaction; Q01196+Q13951; AlphaScreen CBFb-His/RUNX1-biotin binding, biochemical; Potency, µM (highest dose often 59.8 µM), inactives show at the top dose activity, negative = inhibition, most hits filed as inhibitors; 230,000 tested, under 10 active; AID 1477; further: % of control where 0% means no effect
Target sequence (Q01196 whole entry, looked up): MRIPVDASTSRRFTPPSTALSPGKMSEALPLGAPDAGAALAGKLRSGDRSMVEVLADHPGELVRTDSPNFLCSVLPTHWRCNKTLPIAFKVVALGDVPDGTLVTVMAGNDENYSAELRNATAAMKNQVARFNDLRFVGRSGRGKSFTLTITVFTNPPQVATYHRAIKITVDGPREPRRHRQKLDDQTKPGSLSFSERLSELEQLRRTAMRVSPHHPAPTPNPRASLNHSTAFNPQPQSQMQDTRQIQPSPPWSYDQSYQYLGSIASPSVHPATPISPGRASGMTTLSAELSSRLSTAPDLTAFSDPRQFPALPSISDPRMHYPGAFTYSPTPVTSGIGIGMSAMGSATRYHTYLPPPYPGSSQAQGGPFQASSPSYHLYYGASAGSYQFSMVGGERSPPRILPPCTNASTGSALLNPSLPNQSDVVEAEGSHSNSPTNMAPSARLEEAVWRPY
Target sequence (Q13951 whole entry, looked up): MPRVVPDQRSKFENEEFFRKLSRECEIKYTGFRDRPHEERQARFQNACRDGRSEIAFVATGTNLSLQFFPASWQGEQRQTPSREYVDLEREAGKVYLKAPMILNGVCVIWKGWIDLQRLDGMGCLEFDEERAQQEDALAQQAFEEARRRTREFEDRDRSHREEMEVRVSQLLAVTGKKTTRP
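Interaction loss through any mechanism counts as activity. Pre-formed complex of His-CBF-beta and biotin-RUNX1 (30 nM apiece) is incubated with compound 15 min, then with 50 ng nickel and 50 ng streptavidin beads for 90 min before AlphaScreen detection.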
* = called active by the depositor; ? = inconclusive; · = not tested or not shown; [ ] = another dose, or the depositor's remark. Unless noted, the call rests on the fitted dose curve; in most records, active means well fitted curve in the direction sought with a large enough effect; inconclusive means small, poorly fitted or top-dose-only effect, or another doubt; inactive means no such curve, though single readings can be large; an effect the other way counts as inactive or inconclusive.

SMILES	HttQ103 aggreg	GAA glycogen mod	HTT cytoprotect	LMNA splice mod	GAA inhib	aGlu spleen mod	CBFb RUNX1 block
CCCN1C2CCCC1CC(NC(=O)Nc1cccc(C(C)=O)c1)C2 (centres undefined)	8%	2%	27%[10 µM]	-7%	-2%	1%	7%
CCCn1nnc(NC(=O)c2ccc(-c3cccc(Cl)c3)o2)n1	17%	-14%	-7%	6%	6%	3%	-1%
C=CCn1c(SCCOc2ccc(OC)cc2)nnc1C(C)NC(=O)c1ccc(OC)cc1 (centres undefined)	8%[1.84 µM]	-5%	-2%	12%	-10%	-1%	4%
CCOc1cc(N2CCOCC2)c(OCC)cc1NC(=O)c1ccc(OCc2c(C)noc2C)c(OC)c1	23%	17%	12%[1.9 µM]	-3%	-1%	8%	-4%
CS(=O)(=O)N1CCN(C2C3CC4CC(C3)CC2C4)CC1 (centres undefined)	10%[9.22 µM]	10%	-2%[10 µM]	-4%[46 µM]	6%	3%	13%
COc1ccc([N+](=O)[O-])cc1NC(=O)Cc1noc2ccc(C)cc12	?	2%	-11%[10 µM]	4%[46 µM]	3%	5%	7%
COc1ccc(NC(=O)c2cccnc2)c(OC)c1	-3%	-4%	-22%	5%	-6%	-3%	1%
OCCNc1c2ccccc2nc2ccccc12	16%[9.22 µM]	-4%	-11%[10 µM]	?	?	23%	3%
COc1cc(C(=S)N2CCN(c3ccccc3Cl)CC2)cc(O)c1O	-9%	?	-2%[10 µM]	·	2%	-13%	10%
Cc1cc(C)cc(Oc2ccc(C(F)(F)F)cc2C#N)c1	11%	5%	-8%	8%	-3%	-3%	8%
CNc1c([N+](=O)[O-])cnn1-c1ccccc1Cl	29%	5%	-20%	12%	-9%	-2%	-2%
Oc1[nH]c2ccccc2c1N=NC(=S)NCC1CCCO1 (centres undefined)	-4%	-12%	-7%[10 µM]	?	7%	-1%	-3%
Cc1sc(NC(=O)c2cccs2)c(C(=O)OC(C)C)c1C	-2%	-1%	3%[10 µM]	2%	6%	1%	2%
O=C(O)CNC(=O)c1ccc([N+](=O)[O-])cc1	·	·	-19%	·	·	-4%	25%[21.7 µM]
COCCn1nnnc1C(C(C)C)N(Cc1ccccc1)Cc1cc2cc(OC)ccc2[nH]c1=O (centres undefined)	-7%	-8%	-22%[10 µM]	4%	-10%	1%	2%
COc1cccc(C(=O)NCc2ccc3[nH]c(C)cc3c2)c1	-3%	?	·	·	-8%	4%	-5%
COC(=O)c1[nH]c2cccc(OC)c2c1NC(=O)CN1CC(C)OC(C)C1 (centres undefined)	26%[9.22 µM]	-2%	-15%	-4%	-4%	0%	-3%
Cc1ccc(C(=O)N/C(=C\c2cccc([N+](=O)[O-])c2)C(=O)OCN2C(=O)c3ccccc3C2=O)cc1	-1%	1%	·	-6%	5%	-22%	0%
Cn1nc(C(F)(F)F)c(-c2ccccc2)c1NC(=O)c1ccco1	-8%[9.22 µM]	6%	-16%[10 µM]	?	-6%	5%	17%
Cc1ccc(S(=O)(=O)N2CCCCC2C(=O)N2CCN(Cc3ccccc3)CC2)cc1 (centres undefined)	-5%	-2%	-15%	?	-6%	-16%	-2%
CC1(C)Cc2c(sc3ncn4nc(CCC(=O)O)c(=O)nc4c23)CO1	-1%	4%	-14%	5%	0%	3%	2%
CCCCn1c(SCC(=O)Nc2nc(C)cs2)nnc1-c1cccnc1	9%	5%	4%	6%	0%	5%	3%
CCOC(=O)C1=C(c2ccccc2)NC(SCC(=O)Nc2ccc(C)cc2)=C(C#N)C1c1ccco1 (centres undefined)	-3%	-17%	-31%	?	-12%	-5%	-8%
c1ccc(CN2CCC(Nc3nc(-c4cccnc4)nc4ccccc34)CC2)cc1	3%	4%	-44%[inhibitor]	?	-5%	5%	-21%
COC(=O)c1ccc(-n2c(C)cc(-c3csc(NC(=O)c4ccc(S(=O)(=O)N(C)C)cc4)n3)c2C)cc1	19%	21%	12%[10 µM]	?	-2%	-5%	-8%
Continuation:
SMILES	HttQ103 aggreg	GAA glycogen mod	HTT cytoprotect	LMNA splice mod	GAA inhib	aGlu spleen mod	CBFb RUNX1 block
Brc1ccccc1OCCOCCOc1cccc2cccnc12	5%	0%	-9%	-5%	6%	-2%	15%
COc1cc(C(=O)O)cc(OC)c1OCc1cc(C(=O)O)oc1C	1%	-27%	3%	-3%	0%	0%	-4%
Cc1c(-c2ccccc2)nc2ccccc2c1C(=O)NCc1cccs1	-7%	-2%	-7%[10 µM]	-14%	-4%	5%	2%
CC(C)(NO)/C(=N\O)c1ccc(Cl)cc1	24%	?	-9%	?	0%	-5%	6%
C#CCOCCOCCOCCNc1nc(N2CCN(C(=O)[C@H](CCC(=O)O)n3cc(C(N)CC(C)C)nn3)CC2)nc(N2CCN(C(=O)[C@H](CCC(=O)O)n3cc(C(N)CC(C)C)nn3)CC2)n1 (some centres undefined)	-23%[9.22 µM]	5%	-8%[10 µM]	·	·	-1%	10%
Cc1nnc(SCCn2c(N3CC(C)CC(C)C3)nc3c2c(=O)[nH]c(=O)n3C)s1 (centres undefined)	9%	3%	-8%	12%	-4%	2%	0%
CCOC(=O)C(C)Oc1cccc2c(=O)n(CC(=O)NCc3ccc(F)cc3)ccc12 (centres undefined)	4%[9.22 µM]	6%	6%[10 µM]	·	·	-1%	4%
COc1ccc(-n2c(Cc3cccn3C)nnc2SCC(=O)Nc2ccc(C)cc2C)cc1	1%	-8%	-14%	-1%	?	-1%	-17%
O=C(COc1ncnc2ccccc12)Nc1cccc([N+](=O)[O-])c1	-8%	3%	9%	·	-29%	-2%	3%
CCN(CC)c1ccc(/C=C2/C(=O)ON=C2C)cc1	-1%	-4%	7%[10 µM]	-10%	7%	5%	-1%
CC/C=C\C/C=C\C/C=C\C/C=C\C/C=C\C/C=C\CCC(N)=O	·	·	-8%	·	·	-6%	-18%
O=C(CSc1nc(O)c(Cc2ccccc2)c(=O)n1-c1ccccc1)N1CCOCC1	21%	-4%	9%	4%	-4%	-1%	-11%
CCOc1ccc(NC(=O)C2CCC(CNc3c(N4CCC(C)CC4)c(=O)c3=O)CC2)cc1 (centres undefined)	-1%[9.22 µM]	3%	7%[10 µM]	·	0%[15.4 µM]	8%	3%
COc1cc(-c2nn3c(C4CCCCC4)nnc3s2)cc(OC)c1OC	-12%	9%	-32%	-22%	-7%	-6%	2%
COc1cc2c(cc1OC)-c1nnc(C)n1C(C)(C)C2	-1%	-1%	-19%	?	-10%	-8%	-2%
CCCNC(=O)Nc1ccsc1C(=O)OC	-3%	5%	·	-11%[46 µM]	5%	-5%	0%
COc1ccccc1CNc1nc(-c2ccccc2CN(C)C)nc2ccccc12	·	·	-93%[inhibitor]	?	·	10%	·
Cc1ccc(NC(=S)N/N=C/c2ccc(Cl)c([N+](=O)[O-])c2)cc1	8%	-4%	-7%	-5%	-14%	1%	-1%
COc1ccc(/C=N/NC(=O)c2ccco2)cc1Cn1nc(C)c([N+](=O)[O-])c1C	-6%	-7%	2%	23%[46 µM]	?	7%	-3%
COc1ccc(NC(=O)N2CCCc3cccc(C)c32)cc1	-5%[9.22 µM]	7%	-12%[10 µM]	·	3%	-10%	16%
Cc1cc(C)c(C)c(OCC(=O)N2CCOCC2)c1	-7%	6%	21%	11%	-7%	-3%	-6%
S=C(Nc1ccc(Br)cc1)NC1CCCC1	-1%	5%	18%[0.074 µM]	?	3%	3%	8%
Cc1noc(C)c1COC(=O)[C@@H](NC(=O)c1ccccc1)C(C)C	17%	7%	-31%	-6%[46 µM]	-5%	1%	-4%
COc1ccc2c(c1)CC/C(=C\C=C\c1ccccc1)C2=O	?	-11%	7%[10 µM]	?	?	8%	-8%
O=C(Nc1ccc(Cl)cc1)c1ccc(-n2cccn2)c([N+](=O)[O-])c1	?	-16%	19%[10 µM]	?	-5%	-11%	-3%

Entries of single compounds as entered above. Screens in order: HttQ103 aggreg | GAA glycogen mod | HTT cytoprotect | LMNA splice mod | GAA inhib | aGlu spleen mod | CBFb RUNX1 block
Profile of COc1cc(-c2nn3c(C4CCCCC4)nnc3s2)cc(OC)c1OC = -12% | 9% | -32% | -22% | -7% | -6% | 2%
Profile of O=C(Nc1ccc(Cl)cc1)c1ccc(-n2cccn2)c([N+](=O)[O-])c1 = ? | -16% | 19%[10 µM] | ? | -5% | -11% | -3%
Profile of CCOC(=O)C(C)Oc1cccc2c(=O)n(CC(=O)NCc3ccc(F)cc3)ccc12 (centres undefined) = 4%[9.22 µM] | 6% | 6%[10 µM] | · | · | -1% | 4%
Profile of COc1ccccc1CNc1nc(-c2ccccc2CN(C)C)nc2ccccc12 = · | · | -93%[inhibitor] | ? | · | 10% | ·

(further entries)
SMILES	HttQ103 aggreg	GAA glycogen mod	HTT cytoprotect	LMNA splice mod	GAA inhib	aGlu spleen mod	CBFb RUNX1 block
Cc1ccc(C2(C(F)(F)F)NC(=O)N3CCCN=C3S2)cc1 (centres undefined)	-3%	2%	5%	-6%	0%	4%	1%
CCN(CC)CCNCc1cc(Br)ccc1OCC(=O)NCc1ccccc1	?	14%	-15%[10 µM]	·	9%	-1%	4%
O=C(CNC(=O)c1ccccc1)OCc1nc2ccccc2s1	?	-3%	20%[10 µM]	-6%	-4%	-9%	2%
Cc1c(C(C)C)c(=O)n(-c2ccc(S(=O)(=O)NC(C)C)cc2)n1C	-7%[9.22 µM]	-1%	15%[10 µM]	·	3%	3%	-9%
COc1cc(OC)c(C(=O)NC2CCCCCC2)cc1OC	-17%	5%	-21%[0.074 µM]	2%	3%	3%	8%
CCc1ccc(S(=O)(=O)ON2C(=O)c3ccccc3C2=O)cc1	28%	-13%	9%	-9%[46 µM]	-1%	8%	7%
CCOc1ccc(Cl)cc1CSc1n[nH]c(C)n1	-11%[9.22 µM]	-13%	-30%[inhibitor]	11%[46 µM]	8%	4%	0%
O=C1N(c2ccccc2)C2CS(=O)(=O)CC2N1c1ccc(Cl)c(Cl)c1 (centres undefined)	-10%	9%	10%	0%	?	-11%	1%
COc1ccc(OC)c(NC(=O)CSc2ccc3nnc(-c4cccnc4)n3n2)c1	19%	8%	·	·	-3%	-2%	-4%
COC(=O)C1CC(=O)c2ccsc2C1 (centres undefined)	0%	-15%	·	-7%	5%	-1%	5%
CCn1cc(C2C(C(=O)Nc3cc(C)ccn3)=C(C)NC3=C2C(=O)CC(C)(C)C3)c(C)n1 (centres undefined)	6%	5%	·	-1%	?	26%	4%
